TMEM16A inh = inhibitors of mouse TMEM16A calcium-activated chloride channel | Q8BHY3 | HEK293 TMEM16A/YFP iodide influx fluorescence, ionomycin | normalized B-score (activity score, 25-100; higher = stronger inhibition) at 10 µM | actives 1.2% (n = 310,000);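 active means ratio plate-corrected score three or more library SD toward inhibition, starting fluorescence score within five deviations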;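 further: score derived from kinetic fluorescence span divided by baseline fluorescence per well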
Target sequence (Q8BHY3 whole entry, looked up): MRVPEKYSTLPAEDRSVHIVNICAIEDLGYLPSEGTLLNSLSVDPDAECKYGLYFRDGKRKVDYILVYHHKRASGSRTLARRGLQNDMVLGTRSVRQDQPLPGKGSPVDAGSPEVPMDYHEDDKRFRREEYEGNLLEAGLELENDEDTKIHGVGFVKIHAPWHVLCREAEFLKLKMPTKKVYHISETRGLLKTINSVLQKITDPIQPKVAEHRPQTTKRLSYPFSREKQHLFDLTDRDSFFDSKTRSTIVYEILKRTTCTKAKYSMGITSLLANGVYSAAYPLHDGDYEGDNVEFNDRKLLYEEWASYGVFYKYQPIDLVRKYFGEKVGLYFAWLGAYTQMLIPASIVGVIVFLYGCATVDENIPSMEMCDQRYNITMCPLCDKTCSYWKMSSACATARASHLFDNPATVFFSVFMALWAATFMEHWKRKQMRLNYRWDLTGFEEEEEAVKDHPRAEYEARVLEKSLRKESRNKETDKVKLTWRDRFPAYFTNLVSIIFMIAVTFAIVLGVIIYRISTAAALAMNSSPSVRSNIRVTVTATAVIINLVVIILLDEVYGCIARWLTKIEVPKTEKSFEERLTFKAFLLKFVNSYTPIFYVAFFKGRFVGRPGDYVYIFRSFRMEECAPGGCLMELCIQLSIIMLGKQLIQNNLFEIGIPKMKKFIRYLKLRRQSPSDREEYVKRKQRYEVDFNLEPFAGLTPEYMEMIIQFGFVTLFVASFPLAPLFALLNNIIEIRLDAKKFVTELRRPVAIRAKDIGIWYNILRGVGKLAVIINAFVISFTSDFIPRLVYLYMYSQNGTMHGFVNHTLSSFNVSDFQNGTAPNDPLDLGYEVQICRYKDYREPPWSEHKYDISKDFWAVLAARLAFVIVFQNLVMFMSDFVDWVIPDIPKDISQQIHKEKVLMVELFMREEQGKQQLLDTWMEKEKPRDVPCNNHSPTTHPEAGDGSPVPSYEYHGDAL
KCNK3 block = human KCNK3 channel inhibition, primary screen | CHO-KCNK3 thallium flux, FluxOR fluorescence; stronger effect = lower value | B-score at 10 µM | actives 0.84% (n = 340,000) | AID 602410;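 active means B-score under library mean minus 4 SD, starting fluorescence ratio at most library mean plus 5 SD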;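 further: more negative B-score means stronger inhibition of thallium flux through KCNK3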
SKKanGAS inh = inhibitors of SKKanGAS S. pyogenes growth in kanamycin (SK-promoter or general growth effect) | BacTiter-Glo, 6 h | inhibition, % at 7.5 µM | actives 1.3% (n = 300,000) | AID 1662;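 active means mean replicate score, as percent of positive control median, at least 50; inconclusive means mean below 50 but one replicate at or above 50; inactive means mean and every replicate below 50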;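 further: strain carries kanamycin resistance gene driven by streptokinase promoter and grows in 40 µg/ml kanamycin; loss of luminescence reflects streptokinase promoter inhibition or plain growth inhibition; 0% = median of DMSO wells and 100% = positive control at its reference dose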
RGS4 act = potentiators or activators of RGS4 | HEK293 M3R/inducible RGS4, carbachol calcium flux Fluo4; stronger effect = lower value | B-score at 10 µM | actives 0.92% (n = 310,000) | AID 463111;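 active means B-score of the integrated calcium signal more than 4 SD below the library mean, with starting fluorescence not abnormally high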;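 further: negative B-score means reduced calcium response which marks RGS4 activation or potentiation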
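test system = HEK293 cells with stable M3R and inducible RGS4 | schedule = recording 10 s baseline at 1 Hz, 100 s post-agonist | technique = Fluo4-AM (2 µM) calcium-flux fluorescence, kinetic read | measure = Agonist-evoked peak-minus-minimum fluorescence over baseline, integrated ratio, B score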
ANO1 activ = activates or potentiates the mouse TMEM16A chloride channel. AID 623877. actives 0.3% (n = 340,000). B-score at 10 µM. Q8BHY3. HEK293 TMEM16A/YFP-H148Q/I152L, iodide quench fluorescence; stronger effect = lower value;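 active means fluorescence-ratio B-score plate-corrected deviation score at least 3 library SD below zero, with starting fluorescence score within 5 deviations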;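 further: channel opened by trigger with iodide after compound preincubation; score built on the fluorescence ratio of max minus min over baseline; more negative score means more quench and so TMEM16A activation or potentiation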
KCNQ1 block = blocks the human KCNQ1 potassium channel; CHO-K1 KCNQ1, FluxOR thallium flux fluorescence; stronger effect = higher value; B-score at 10 µM; actives 1.3% (n = 310,000); AID 2642;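 active means compounds whose thallium flux B-score, printed positive for inhibition, exceeds three library SD while starting fluorescence stays within three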;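 further: channel opened by potassium depolarization with thallium stimulus after 20 min compound exposure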
KCNK9 inh = blocks the human KCNK9 two-pore domain potassium channel; Q9NPC2; HEK293 KCNK9, FluxOR thallium flux fluorescence; stronger effect = lower value; B-score at 10 µM; actives 1.2% (n = 310,000); AID 488922;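 active means ratio B-score over 3 SD below the library mean, with starting fluorescence within 5 SD of its mean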;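 further: negative B-score means less thallium flux so channel inhibition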
HDAC3 inh = human HDAC3 inhibition; recombinant HDAC3, fluorogenic peptide/trypsin coupled, fluorescence; inhibition, % at 8.3 µM; actives 0.15% (n = 320,000); AID 2718; in the data active means inhibition above about 26%, passing the limit was not always enough; inconclusive means no clear call, values can overlap the other calls
hERG rescue = compounds protecting human hERG from proarrhythmic drug block; CHO-hERG, FluxOR thallium flux, dofetilide IC70 present; activation (rescue from dofetilide block), less the hit threshold, % at 10 µM; actives 0.51% (n = 310,000);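 active means activation above the mean of controls blocked by dofetilide plus 5 SD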;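 further: thallium influx through hERG after potassium depolarization seen as dye fluorescence rise; in these data hits start at about 4.7%; inactives centre near -7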
RGS4 block = inhibitors of human RGS4 | P49798 | HEK293 M3R/RGS4 inducible, Fluo-4 calcium flux; stronger effect = higher value; triggered by carbachol at its EC20 | actives 0.45% (n = 310,000) | B-score at 10 µM;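 active means B-score, a plate-corrected calcium signal, over three deviations above library mean, with baseline fluorescence within five deviations of library mean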;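 further: RGS4 expression induced by doxycycline in cells with stable M3 receptor; B-score is computed from the integrated fluorescence ratio over baseline after carbachol; higher B-score means a larger calcium signal and so more RGS4 inhibition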
KCNQ1 act = human KCNQ1 channel potentiation or activation; P51787; CHO-K1 KCNQ1, thallium flux FluxOR fluorescence; stronger effect = higher value; B-score at 10 µM; actives 0.35% (n = 310,000); AID 2648;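 active means fluorescence ratio B-score, a plate-corrected score, at least three library SD, with initial intensity B-score within 5 SD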
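Assay system: CHO-K1 cells stably expressing KCNQ1; Medium: assay buffer with matched DMSO; Also added: K+/Tl+ depolarizing stimulus; Dosing: single dose; Timing: dye 90 min, compound 20 min, room temperature; Measured by: kinetic FluxOR thallium fluorescence, 10-s 1-Hz baseline, 110-s post-stimulus read; Read-out: peak-minus-minimum fluorescence over initial fluorescence, negative-control normalized, B-scored.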
Active calls of the source: *; i = inactive; ? = inconclusive; . = not tested or not shown. This is a random part of the collection. About 6.3% of those tested had a hit in this group.

mol	TMEM16A inh	KCNK3 block	SKKanGAS inh	RGS4 act	ANO1 activ	KCNQ1 block	KCNK9 inh	HDAC3 inh	hERG rescue	RGS4 block	KCNQ1 act
COc1ccc(/C=C(\NC(=O)c2ccc([N+](=O)[O-])cc2)C(=O)NCCN2CCOCC2)cc1	i	i	4	i	i	i	i	1	-6	i	i
COc1cc(CC(=O)Nc2cccc(C(F)(F)F)c2)cc(OC)c1OC	i	i	-8	i	i	i	i	2	-7	i	i
COc1cccc(NC(=O)COc2ccccc2)c1	i	i	-7	i	i	i	i	2	-2	i	i
Cc1cc(=O)[nH]c2nnc(SCC(=O)N3CC(C)OC(C)C3)n12 (stereo not drawn)	i	i	-11	i	i	i	i	-2	-14	i	i
Cc1ccc(NS(=O)(=O)c2ccc(C(=O)OCC(=O)NCC3CCCO3)cc2)cc1 (stereo not drawn)	i	i	13	i	i	i	i	-6	-6	i	i
COc1ccc(C(=O)NC(=S)Nc2ccccc2[N+](=O)[O-])cc1OC	i	i	1	i	i	i	i	9	-7	i	i
Cc1cccc2cc(CN(CC3CCCO3)C(=O)c3cccnc3)c3nnnn3c12 (stereo not drawn)	i	i	-13	i	i	i	i	?	-14	i	i
CCC(=O)N1CCN(c2ccc(NC(=S)NC(=O)c3cc4ccccc4o3)cc2)CC1	i	i	41	i	i	i	i	0	0	i	i
CC(=O)Nc1ccc(S(=O)(=O)N(CCc2ccccc2)CC(=O)N/N=C/c2ccc(C(=O)O)cc2)cc1	i	i	5	i	i	i	i	3	-2	i	i
COc1ccccc1N1CC(C)C(=O)NC1=S (stereo not drawn)	i	i	-1	i	i	i	i	0	-5	i	i
Cc1ccc(-c2csc3ncnc(SCC(=O)O)c23)cc1	i	i	3	i	i	i	i	3	-16	i	i
CCCc1ccc(-c2cc(C(=O)N/N=C/c3ccc([N+](=O)[O-])o3)c3ccccc3n2)cc1	i	i	96*	i	i	i	i	-3	-7	i	i
O=C(Cn1c(=O)oc2cc(S(=O)(=O)N3CCCC3)ccc21)NC1CCCc2ccccc21 (stereo not drawn)	i	i	-2	i	i	i	i	-1	1	i	i
COc1ccccc1NC(=O)/C(=C\c1cccnc1)NC(=O)c1ccc(C)cc1	i	i	0	i	i	i	i	0	-5	i	i
Nn1c(C2CCC2)nc2ccccc2c1=O	i	i	-1	i	i	i	i	5	-6	i	i
COc1ccc(C2CC(=O)C3=C(C2)Nc2ncnn2C3c2ccccc2C)c(OC)c1 (stereo not drawn)	i	i	21	i	i	i	i	6	-10	i	i
CC(C)(C)NS(=O)(=O)c1ccc(NC(=O)CS(=O)(=O)Cc2ccccc2)cc1	i	i	-2	i	i	i	i	1	-9	i	i
NC1=NC(c2ccc(F)cc2)n2c(nc3ccccc32)N1 (stereo not drawn)	i	i	-6	i	i	i	i	4	-8	i	i
COc1cc(Br)c(CN2CCCN(C)CC2)cc1OC	i	i	9	i	i	i	i	?	-4	i	i
COc1ccc2c(c1)c(CC(=O)Nc1cccc(S(N)(=O)=O)c1)c(C)n2C(=O)c1ccc(Cl)cc1	i	i	86*	i	i	i	i	.	-12	i	i
Cn1cnc2cc(NCc3cccs3)ccc21	i	i	13	i	i	i	i	-5	-10	i	i
COc1cc(S(=O)(=O)Nc2cccc(C(=O)O)c2)c(OC)cc1Cl	i	i	2	i	i	i	i	7	-9	i	i
CCN(c1ccccc1)S(=O)(=O)c1ccc(Cl)c(NC(=O)Nc2ccc(Cl)cc2C#N)c1	i	i	8	i	i	i	i	5	-10	i	i
Cc1cc2ccccc2n1CCNC(=O)Cc1ccccc1	i	i	-5	i	i	i	i	1	-12	i	i
COc1ccc(OC)c(NC(=O)C2CCCN(S(=O)(=O)c3cccc4nonc34)C2)c1 (stereo not drawn)	i	i	0	i	i	i	i	-9	-4	i	i
CSc1cccc(CN2CCC(CO)(Cc3ccccc3)CC2)c1	i	i	4	i	i	i	i	5	-12	i	i
O=C(O)CCCCCCCCCC(=O)c1cccs1	i	i	0	i	i	i	i	0	-1	i	i
Cc1cc(Oc2ccc(-c3ccccc3)cc2)nc(N2CCOCC2)n1	i	i	54*	i	i	i	i	1	-7	i	i
CCn1c(SCC(=O)NC2CC2)nnc1-c1ccc(F)cc1	i	i	-3	i	i	i	i	-3	-5	i	i
Cc1ccnc(NC(c2ccsc2)c2ccc3ccc(C)nc3c2O)c1 (stereo not drawn)	i	i	93*	i	i	i	i	11	-14	i	i
Cc1cc(C)nc(SCC(=O)Nc2ccc(Br)cn2)n1	i	i	0	i	i	i	i	2	-6	i	i
CCC(C)NC(=O)c1ccccc1NC(=O)/C(=C/c1ccc(OC)cc1)c1ccccc1 (stereo not drawn)	i	i	38	i	i	7*	i	0	-14	i	i
Cc1nc2nc(SCC(=O)NCCN3CCOCC3)nn2c(C)c1Cc1ccccc1	i	i	4	i	i	i	i	-5	-19	i	i
COc1ccccc1N1CCN(C2CC(=O)N(c3ccccc3)C2=O)CC1 (stereo not drawn)	i	i	1	i	i	i	i	-3	-4	i	i
CCn1c(=O)n(CC)c2cc(NC(=O)c3ccccc3Cl)ccc21	i	i	7	i	i	i	i	13	-6	i	i
O=C1ON=C(c2ccccc2)/C1=C/c1ccco1	i	i	7	i	i	7*	i	4	-24	i	i
Cc1ccc(C#N)c(SCCN2CCCCC2)n1	i	i	1	i	.	i	i	2	-4	i	i
O=C(Cn1ccc2cc(S(=O)(=O)N3CCCC3)ccc21)NCc1ccco1	i	i	6	i	i	i	i	-2	-10	i	i
Fc1ccccc1COc1ccc(-c2nnn(Cc3ccccc3F)n2)cc1	i	i	14	i	i	i	i	8	-6	i	i
CC(C)c1ccc(NC(=S)NNC(=O)c2cccs2)cc1	i	i	-2	i	i	i	i	3	0	i	i
Cc1ccnc(NC(=O)c2ccccc2NC(=O)c2ccc(Cl)cc2Cl)c1	i	i	5	i	i	i	i	2	-1	i	i
CCS(=O)(=O)N1CCC(C(=O)NCc2ccc(F)cc2Cl)CC1	i	i	3	i	i	i	i	0	3	i	i
CCN(CC)S(=O)(=O)c1cc(NC(=O)COC(=O)c2ccc(NC(=O)CC#N)cc2)ccc1C	i	i	9	i	i	i	i	4	-12	i	i
O=C(C1CC(c2ccccc2O)=NO1)N1CCCC1 (stereo not drawn)	i	i	4	i	i	i	i	1	-4	i	i
CC12C=CC3(O1)C(C(=O)N1CCCOC13)C2C(=O)O (stereo not drawn)	i	i	1	i	i	i	i	-2	-6	i	i
Cc1ccc(C(=O)NN(CCC(=O)NC(C)(C)C)C2=NS(=O)(=O)c3ccccc32)cc1	i	i	-7	i	i	i	i	2	-4	i	i
O=C(CCS(=O)(=O)c1ccccc1)Nc1ccccc1F	i	i	-1	i	i	i	i	-6	-13	i	i
CCCOC(=O)Cn1cnc2scc(-c3ccc(C)cc3)c2c1=O	i	i	-7	i	i	i	i	16	-8	i	i
CC(=O)N=C1SC2CS(=O)(=O)CC2N1c1ccccc1Cl (stereo not drawn)	i	i	-3	i	i	i	i	-1	-7	i	i
O=C(NCCN1CCc2ccccc2C1)Nc1ccc(F)cc1	i	i	-2	i	i	i	i	-7	-5	i	i
CCCS(=O)(=O)N1CCCC(c2nc(-c3ccc(OC)cc3)no2)C1 (stereo not drawn)	i	i	14	i	i	i	i	3	-10	i	i
CN(Cc1ccc2ccccc2c1)C(=O)c1ccc(C(F)(F)F)cc1	i	i	0	i	i	i	i	11	-8	i	i
COc1ccccc1NC(=O)Cn1nnc(-c2ccccc2NS(=O)(=O)c2ccccc2)n1	i	i	-8	i	i	i	i	-3	-10	i	i
CCc1nnc(NC(=O)C2Cc3ccccc3CN2S(=O)(=O)CC)s1 (stereo not drawn)	i	i	-3	i	i	i	i	10	-9	i	i
O=C(O)c1cccc(-c2ccc(/C=c3/sc4nc5ccccc5n4c3=O)o2)c1	i	i	11	i	i	i	i	3	0	i	i
CCN(CC)S(=O)(=O)c1ccc(C)c(NC(=O)CN2CCN(Cc3ccccc3)CC2)c1	i	i	-12	i	i	i	i	3	-17	i	i
Cc1nc2[nH]onc2c2nccc(=O)c12	i	i	7	i	i	i	i	-2	-4	i	i
O=C(NCc1ccccc1Cl)C1CCCN(c2nc3ccsc3c(=O)s2)C1 (stereo not drawn)	i	.	-9	i	.	i	i	8	-8	i	i
CC(=NC1CCCC1)c1c(C)[nH]n(-c2nc3ccccc3s2)c1=O	i	i	7	i	i	i	i	15	6.2*	i	i
CCOC(=O)CSc1nnc(-c2ccccc2OC)o1	i	i	-1	i	i	i	i	1	-8	i	i

Other entries:
mol	TMEM16A inh	KCNK3 block	SKKanGAS inh	RGS4 act	ANO1 activ	KCNQ1 block	KCNK9 inh	HDAC3 inh	hERG rescue	RGS4 block	KCNQ1 act
CCOC(=O)c1cnc2ccc(OC)cc2c1NCCN1CCOCC1	i	i	1	i	i	i	i	-4	-7	i	i
O=C(CCc1c[nH]c2ccccc12)N=Nc1c(O)[nH]c2ccccc12	i	i	5	i	i	i	i	1	-12	i	i
O=C(CSC(=S)N1CCCCC1)Nc1ncc2c(n1)CC(c1ccco1)CC2=O (stereo not drawn)	i	i	-3	i	i	i	i	2	-4	i	i
Cc1cccc(S(=O)(=O)NCCC(=O)OCC(=O)Nc2ccc(C#N)cc2)c1	i	i	-11	i	i	i	i	-5	-8	i	i
COCCCNC(=O)C1CC(=O)N(CCc2ccccc2)C1 (stereo not drawn)	i	i	-10	i	i	i	i	0	-5	i	i
O=C(Nc1ccccc1N1CCCC1)c1ccc(Cl)c(S(=O)(=O)N2CCOCC2)c1	i	i	2	i	i	i	i	-11	-14	i	i
COC(=O)c1ccccc1S(=O)(=O)N1CCC(NC(=O)C(Cc2cccc(OC)c2OC)NC(C)=O)CC1 (stereo not drawn)	.	i	12	i	i	i	i	.	-8	i	i
Cc1ccnc(SCc2cn3c(C)cc(C)nc3n2)n1	i	i	-5	i	i	i	i	-37	-6	i	i
O=C(NCc1cccnc1)C1CCCN1S(=O)(=O)c1ccc(Cl)cc1 (stereo not drawn)	i	i	7	i	i	i	i	-7	-7	i	i

Bioassay records deposited in PubChem by several laboratories.
